# Assay outcomes as filed in PubChem BioAssay.
# PMI inhibitors = MPI enzyme activity inhibition – biochemical, fluorescence intensity, coupled assay, primary screen (AID 1209) | purified PMI enzyme, coupled fluorescence intensity; higher % means a stronger effect | inhibition, % at 20 µM, or IC50 in µM where a hit was titrated | actives 0.42% (n = 190,000); in the data active means inhibition above about 50%;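 further: plate controls were DMSO vehicle for no effect and wells lacking substrate for full effect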
# Hep lipid drop = hepatic lipid droplet formation modulation. AML12 mouse hepatocytes, oleate lipid droplets, BODIPY imaging. inhibition, % at 6.5 µM. actives 0.4% (n = 240,000). AID 1656;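 active means lipid droplet intensity inhibited by at least 50%, with more than 500 cells counted; inconclusive means wells with under 300 cells, treated as cytotoxic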
#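 Test system: AML12 hepatocytes (mouse); reagent: oleate loading, 100 µM; dosing: one dose, 6.5 µM compound; incubation: overnight exposure; signal: fluorescence imaging, 20x objective, two fields per well; read-out basis: % inhibition of corrected integrated BODIPY droplet signal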
# TNAP activation fold = stimulation of alkaline phosphatase TNAP activity – biochemical, luminescent, no phosphate acceptor, uHTS, primary screen (AID 1001); purified TNAP, luminescent activation assay, no phosphate acceptor; higher activation fold means a stronger effect; activation fold at 20 µM; hits with a dose series show EC50 in µM; actives 0.03% (n = 200,000); in the data active means activation fold from about 3, or a potency from the dose series; inactive means the rest, 99 in 100 with activation fold below about 1.6; further: many of its hits are not listed in these tables
# MT stabilize HCS = microtubule stabilization, imaging screen; HeLa tubulin immunostaining HCS, 24 h; share of cells brighter than vehicle mean+2SD; % tubulin-high responders, % at 10 µM; actives 0.83% (n = 200,000); AID 2205;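 active means plate Z-score above 3 for both tubulin-high and condensed-nucleus cell shares, with cell loss under 80%, at 10 µM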;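 further: anti alpha tubulin signal scored within the nucleus-defined area of each cell; some results filed as inactive read as strong as hits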
# Myeloid diff MLP = promotes myeloid progenitor differentiation; ER-HoxA9 myeloid progenitors, lysozyme-GFP differentiation, flow cytometry; actives 1% (n = 360,000); calls only at 10 µM; AID 624256;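 active means normalized GFP-positive differentiation at or above the plate's own cutoff, the solvent-only control mean plus 3 SD; inconclusive means no clear call, values can overlap the other calls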;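 further: cells exposed to compound for four days before flow analysis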
# b-catenin transl = modulators of beta-catenin nuclear translocation | actives 0.3% (n = 190,000) | HeLa beta-catenin nuclear translocation, immunofluorescence imaging | nuclear translocation activity, % at 5 µM;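 active means nuclear translocation activity above 50% at 5 µM, with a well cell count of 50 or more; inconclusive means wells under 50 cells across six images, flagged as toxic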;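 further: per-cell ratio of nuclear to cytoplasmic median beta-catenin stain intensity; plate controls were DMSO negative control for no effect and GSK-3 inhibitor IX positive control for full effect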
#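 Test system: human HeLa cells, native beta-catenin. Compound dosing: 5 µM primary single dose, 0.1% DMSO, 0.02–20 µM confirmation series. Incubation: compound exposure 24 h at 37°C. Detection: beta-catenin immunostaining with DAPI counterstain, 20x imaging, 6 fields/well. Read-out basis: Nuclear/cytoplasmic beta-catenin signal ratio, % activation.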
# Insulin prom up = MIN6 insulin promoter up-regulation. actives 0.3% (n = 190,000). z-score at 5 µM. MIN6 insulin promoter-GFP reporter, high-content imaging; hits give high values;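 active means z-score above 3 at 5 µM with at least 500 cells counted in the well; inconclusive means wells under 500 cells, flagged as cytotoxic or low count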
# Dynein cargo inh = dynein cargo transport inhibition; 3617.4 mouse cells, GR-EGFP nuclear translocation imaging; test concentration mostly 20 µM; stimulated with dexamethasone, 1 µM; hits give low values; z-score, hits read low; actives 0.47% (n = 220,000); AID 1381;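 active means plate z-score of nuclear minus cytoplasmic receptor signal below a set negative limit, without overly bright fluorescence or cell loss, cut at about -3.5 in these data, passing the limit was not always enough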;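 further: z-score of nuclear minus cytoplasmic ring GR-EGFP intensity difference per well; some compounds called inactive have numbers as strong as hits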
#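 Buffer or medium: tet-free medium with charcoal-stripped serum / Also added: dexamethasone agonist, 1.0 µM final, for 30 min / Timing: induction 48 h, compound 1 h, agonist 30 min / Measured by: high-content fluorescence imaging after fixation / Read-out: nuclear-to-cytoplasmic GR-EGFP distribution per well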
# T cell HTS = T cell immune modulation candidate | calls only at 7 µM | AID 2052 | actives 0.068% (n = 330,000) | 2C CD8+ T cell-vesicle binding, flow cytometry; hits give low values;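 active means response, share of CD8 T cells binding vesicles, and their 90th percentile fluorescence all below set limits, cut at about 80% in these data, passing the limit was not always enough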
#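 Also added: QL9-peptide-loaded Drosophila micro-vesicles bearing Ld, ICAM-1 and B7-1; Test system: purified 2C TCR transgenic mouse naive CD8+ T cells; Measured by: cytometric PE anti-B7-1 and Alexa647 anti-CD8 signals after 1% paraformaldehyde fixation; Timing: binding step 1.5 h, 37 °C, antibody labelling 20 min, ice.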
# Dynein cargo inh cytoplasmic EGFP = recorded beside Dynein cargo inh, whose call it bears; z-score; measured here: cytoplasmic GR-EGFP intensity; hits give high values
# Dynein cargo inh nuclear GR-EGFP = second read-out of Dynein cargo inh, no call of its own (marks repeat the call); z-score; measured here: nuclear GR-EGFP intensity;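 lower value marks the stronger effect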
# Dynein cargo inh cell count = second read-out of Dynein cargo inh, no call of its own (marks repeat the call); z-score; measured here: cell count per field
# Insulin prom up cell count = recorded beside Insulin prom up, whose call it bears; cell count; measured here: cytotoxicity, nuclei count;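 total cells summed across four imaged fields per well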
# Hep lipid drop cells 6.5 µM = further read-out of Hep lipid drop, marked with its call; cell count; measured here: cell count, cytotoxicity flag;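 cells counted across two imaged fields per well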
# b-catenin transl cell count 5 µM = recorded beside b-catenin transl, whose call it bears; cell count; measured here: cell count, cytotoxicity flag
# T cell HTS vesicle-bound % = recorded beside T cell HTS, whose call it bears; double positive events, %; measured here: CD8+ vesicle-bound cell fraction;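 binding gate set so that unloaded-vesicle control wells show 10% double positive cells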
# MT stabilize HCS Hoechst-high % = further read-out of MT stabilize HCS, marked with its call; % Hoechst-high responders; measured here: nuclear condensation Hoechst responders;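 share of cells brighter than vehicle mean plus two SD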
# MT stabilize HCS cytotoxicity % = recorded beside MT stabilize HCS, whose call it bears; toxicity, %; measured here: cytotoxicity by cell density;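 0% = mean cell density of plate MIN control wells and 100% = no cells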
# Myeloid diff MLP GFP+ MAC1+ % = recorded beside Myeloid diff MLP, whose call it bears; GFP+ MAC1+ double positive, %; measured here: differentiation confirmed by MAC1 staining
# Starred values were filed as active, the others as inactive; i = inactive; ? = inconclusive; · = no result given.
SMILES,PMI inhibitors,Hep lipid drop,Hep lipid drop cells 6.5 µM,TNAP activation fold,MT stabilize HCS,MT stabilize HCS Hoechst-high %,MT stabilize HCS cytotoxicity %,Myeloid diff MLP,Myeloid diff MLP GFP+ MAC1+ %,b-catenin transl,b-catenin transl cell count 5 µM,Insulin prom up,Insulin prom up cell count,Dynein cargo inh,Dynein cargo inh cytoplasmic EGFP,Dynein cargo inh nuclear GR-EGFP,Dynein cargo inh cell count,T cell HTS,T cell HTS vesicle-bound %
Cc1c(N=C2NN=C(c3ccc(Cl)cc3)CS2)c(=O)n(-c2ccccc2)n1C,16%,3,682,1.1,9.4,3.4,4.4,i,0.3,2.8,855,-0.42,1314,-0.27,-0.35,-0.59,0.15,i,41
CC(C)CN(CC(C)C)c1nnc(NC(=O)Cn2c(=O)oc3ccccc32)s1,6%,·,·,1.2,2.3,2.6,4.8,i,1.7,·,·,0.19,1071,0.039,-0.071,0.19,-0.95,i,49
O=C(NCc1cccnc1)C1COc2ccccc2O1 (stereo not drawn),-8%,·,·,1,2.3,2.7,6.4,i,0.4,0.6,1349,-0.48,1528,3.3,-0.21,-0.13,-1.7,·,·
O=S(=O)(Cc1cc(Cl)nc(-c2ccccc2)n1)c1ccccc1,14%,4,595,1.1,1.1,2.1,10,·,·,-2.4,1120,-0.33,1786,·,·,·,·,i,13
O=[N+]([O-])c1ccc(/C=N/NC(=S)Nc2ccc(Cl)cc2Cl)s1,·,0,638,·,·,·,·,i,0.8,0.0,1378,0.07,965,-0.59,-0.57,-0.49,0.1,i,32
Cc1ccc(S(=O)(=O)NCc2ccco2)c(C)c1C,3%,·,·,1.2,1.2,1.1,6.4,·,·,-3.7,1047,0.27,1333,-0.36,-0.18,-0.24,0.64,i,10
Cc1cc(C)c(N=Cc2c(O)n(-c3nccs3)c(=O)c3ccccc23)c(C)c1,21%,23,675,0.9,3.2,1.6,1.6,i,1.2,0.9,1040,0.58,1540,-0.4,-0.12,-0.34,-0.7,i,53
Nc1nc(F)cc(NCc2ccccc2)n1,9%,-2,763,1.1,3.2,1.7,9.1,i,0.2,0.9,1079,0.81,1251,-0.12,-0.23,-0.13,-0.095,i,31
Brc1cccc(CNCc2cccs2)c1,-4%,0,709,1.1,2.4,3.2,8.1,i,0.2,-1.0,956,0.3,1230,1.1,-0.27,0.044,-0.33,i,30
COc1cc(CN2CCC(CO)(CCOc3ccccc3)CC2)cc(OC)c1,·,15,732,·,·,·,·,i,0.4,2.2,1314,-0.52,1125,1.2,-0.13,1.2,-1.2,i,36
O=C(O)c1ccccc1SCC(=O)N1CCCCC1,-4%,·,·,1.1,1.3,1.5,3.5,i,0.7,-1.7,955,·,·,2.6,-0.24,0.59,0.004,i,44
COc1ccc(-n2c(Cc3cccn3C)nnc2SCC(=O)N2CCCc3ccccc32)cc1,6%,·,·,1.1,5.1,5.6,7.7,i,5.6,2.4,1383,-1.4,1096,0.72,-0.24,0.42,-0.54,i,12
COc1ccc(CCNC(=O)c2nonc2N)cc1OC,0%,7,740,1.1,4.1,2.5,7.8,i,3.2,·,·,0.95,1323,0.96,-0.22,0.62,-0.001,i,45
CC(=O)Nc1ccc(S(=O)(=O)NCCSc2ccccn2)cc1,1%,-2,739,1.1,1.6,2.8,8.1,i,0.2,·,·,·,·,-0.48,-0.18,-0.035,1.2,i,50
COC(=O)c1ccc(/C=C/C(=O)c2ccc(OC)c(OC)c2)cc1,-5%,·,·,0.9,1.9,2.0,7.5,i,0.7,2.0,1265,-0.08,1456,0.18,-0.16,0.091,-0.44,i,32
Cc1cccc2nc(CSc3nc4[nH]ncc4c(=O)n3-c3cccc(Cl)c3)cc(=O)n12,4%,4,777,1.3,6.8,7.5,19,i,1.4,0.4,541,?,·,-0.21,-0.26,0.89,0.1,i,8
CCc1nnc(NC(=O)C2CCC(CNc3c(N4CCC(C)CC4)c(=O)c3=O)CC2)s1 (stereo not drawn),·,-12,731,·,·,·,·,i,0.5,-0.8,1333,-0.24,1089,-0.14,-0.15,0.36,0.71,i,25
CC(C)C(C)(C#N)NC(=O)CSc1nc2scc(-c3ccco3)c2c(=O)n1-c1ccccc1 (stereo not drawn),-6%,·,·,1,2.2,2.7,5.3,i,0.2,-3.2,934,-0.46,1203,-0.38,-0.18,0.12,0.34,i,27
CCCCOc1ccccc1NC(=O)c1ccco1,4%,-7,679,1.2,1.7,1.8,4.0,i,1.3,-3.2,1183,-0.57,1822,1.6,1,0.91,0.29,i,39
O=C(Oc1ccc2c(c1)OCO2)c1ccc(F)cc1Cl,6%,·,·,1.1,2.0,0.7,13,i,0.0,0.8,1187,0.42,1244,0.38,-0.23,0.044,0.36,i,11
CCn1cnc2scc(-c3ccc(C)c(C)c3)c2c1=O,8%,35,734,1,1.7,3.1,0.8,i,0.2,-0.2,1392,0.03,1464,-0.49,-0.2,0.17,1.1,i,61
Cc1nc(C(=O)O)nn1-c1ccc([N+](=O)[O-])cc1,-4%,-2,655,1.1,4.1,1.5,0.3,i,0.3,1.4,1475,0.16,1386,-0.43,-0.26,-0.046,0.23,i,58
CCOC(=O)CCSc1cc(C)c2ccccc2n1,-36%,-11,741,1.1,2.0,1.7,5.7,i,0.6,-2.0,1094,0.02,1492,0.2,-0.21,0.34,0.34,i,12
CCSC1=C(C#N)C2(CCCCC2)C(C#N)C(=O)N1 (stereo not drawn),-7%,·,·,1,3.1,2.6,8.2,i,1.4,-2.2,966,-0.17,1073,-0.27,-0.22,0.098,0.37,i,47
N#C/C(=C\c1c(N2CCC(C(N)=O)CC2)nc2ccccn2c1=O)S(=O)(=O)c1ccc(Cl)cc1,·,-6,586,·,·,·,·,i,0.9,5.6,1036,-0.33,1346,0.83,-0.19,0.29,-0.46,i,46
Cc1nc2ccccn2c1C(=O)N/N=C/c1ccc([N+](=O)[O-])o1,-17%,-17,696,0.9,3.0,2.1,7.6,i,0.5,14,1020,-1.4,819,-3.1,0.53,-1.4,0.3,i,25
CC(C)NS(=O)(=O)c1ccc(OCC(=O)NCc2ccccc2)cc1,-15%,·,·,1,2.2,1.3,19,i,0.8,1.7,665,-0.78,1402,4,1.4,2.4,-1.1,i,39
Cc1ccccc1CC1(CO)CCCN(Cc2c(C)nn(C)c2Cl)C1 (stereo not drawn),9%,-14,673,1,2.8,3.4,7.6,i,1.3,-0.1,1039,0.35,1491,0.59,-0.17,0.43,-1.1,i,62
Cc1cc(C)n(-c2cc(N3CCN(S(=O)(=O)c4ccc(Br)cc4)CC3)ccc2[N+](=O)[O-])n1,14%,2,631,1.1,2.3,2.7,16,i,1.7,-0.7,501,-0.33,1378,0.38,-0.21,0.59,-0.63,i,43
CCc1c(C)c(C#N)c2nc3ccccc3n2c1-n1nc(C)cc1C,15%,5,721,1.2,1.7,1.6,4.1,i,0.4,-0.9,932,·,·,-0.42,-0.22,0.7,-0.18,i,23
CCCn1cnc2sc(C(N)=O)c(C)c2c1=O,4%,-4,696,1.1,1.7,1.3,9.8,i,0.5,-2.8,1108,0.11,950,2.4,-0.15,1.8,-1.4,i,23
O=C(CCl)Nc1cccc(Oc2ccccc2)c1,-7%,-2,625,1.1,5.2,8.8,23,i,1.1,-0.4,925,1.8,671,-4.3*,0.56*,-2.2*,1.4*,i,39
COc1ccc(C(=O)NNC(=O)c2snnc2C)cc1,·,19,794,·,·,·,·,i,0.3,-0.7,1284,0.03,1339,0.18,-0.25,-0.18,0.057,i,35
Cc1onc(-c2ccc(Cl)cc2Cl)c1-c1csc(N/N=C/c2ccccc2Cl)n1,·,-5,696,·,·,·,·,i,0.4,0.8,1100,-1.1,1338,-0.35,-0.3,-0.41,0.97,i,16
Cc1c(Cl)cccc1NC(=O)Cc1ccc([N+](=O)[O-])cc1,-7%,-19,726,1,6.4,2.2,6.8,i,1.1,3.0,1125,0.84,1183,-0.43,-0.27,-0.39,0.71,i,46
CNC(=O)c1cc2cc(Cc3ccccc3Cl)ccc2oc1=O,0%,-26,708,1,3.6,2.5,10,i,0.3,-5.8,1069,0.89,1539,-1.1,0.35,0.13,-0.25,i,16
